POLI inh – blocks human DNA polymerase iota activity; Q9UNA4; Pol iota fluorescent replication assay, 10 min; Potency, µM (titrated, usually from 115 µM), for inactives: top-dose activity, negative = inhibition, actives largely listed as inhibitors; 1% of 390,000 active; AID 588590; further: potency means the concentration at half of the fitted maximal effect
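Fluorescent replication assay read twice, at 0 min and 10 min after adding 50 nM (final) substrate. Enzyme (10 nM) and compounds were first incubated 15 min at room temperature; enzyme-free buffer wells were negative controls.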
POLH inh – DNA polymerase eta (human) inhibition; Q9Y253; AID 588591; Potency, µM (series often up to 114 µM), inactives show at the top dose activity change, negative = inhibition, actives largely listed as inhibitors; 1.2% of 390,000 active; recombinant Pol eta, fluorescent DNA replication assay; further: potency means the concentration at half of the fitted maximal effect; on the % scale 0 is the no-effect control and ±100 the full control effect
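Pol eta at 10 nM preincubated with compounds 15 min at room temperature; reaction started with fluorescent substrate (50 nM final) and read kinetically at 0 and 10 min.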
APE1 inh – blocks human APE1 abasic DNA cleavage; P27695; recombinant APE1, TAMRA/BHQ-2 abasic DNA cleavage fluorescence; Potency, µM (series often up to 65.8 µM), for the others: top-dose activity change, negative = inhibition, usual class: inhibitors; 0.35% of 350,000 active; AID 2517;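 further: potency means the concentration at half of the fitted maximal effect; plate controls were vehicle for no effect and reference inhibitor for full effect; nearly all actives have a fitted effect of over 55% in size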
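APE1 at 0.75 nM preincubated 15 min at room temperature with compound. Reaction then started with 50 nM double-stranded THF-abasic substrate labelled with TAMRA/BHQ-2, and 525/598 nm fluorescence read kinetically. Activity taken as third-minus-first read difference, normalized to DMSO and NSC13755 controls.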
RXFP1 antag – blocks the human relaxin receptor RXFP1; HEK293-RXFP1, relaxin-stimulated cAMP HTRF, 30 min; stronger effect = lower value; Q9HBX9; activity change, negative = inhibition, % at 57.5 µM; AID 1259400; 0.59% of 350,000 active;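 active means activity change of -60% or lower, but not beyond a set lower limit; inconclusive means change between -60% and -40%, or beyond the set limit; inactive means change above -40%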; further: on the % scale 0 is the no-effect control and ±100 the full control effect
Pol beta inh – blocks human DNA polymerase beta activity; P06746; Pol beta primer extension/strand displacement, fluorescence kinetic; Potency, µM (highest dose often 114 µM), without a hit: at the highest dose activity change, negative = inhibition, usual class: inhibitors; 1.3% of 340,000 active; AID 485314; further: potency means the concentration at half of the fitted maximal effect; on the % scale 0 is the no-effect control and ±100 the full control effect
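Enzyme-only controls used 10 nM Pol beta; buffer lacking enzyme served as negative control. Compound preincubated 15 min, then 50 nM substrate added; 0 and 10 min reads at room temperature.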
POLK inh – inhibitors of human DNA polymerase kappa; Q9UBT6; purified Pol kappa, fluorescent DNA synthesis assay, 10 min; Potency, µM (series often up to 107 µM), inactives show top-dose activity, negative = inhibition, hits mostly inhibitors; 0.53% of 400,000 active; further: potency means the concentration at half of the fitted maximal effect; on the % scale 0 is the no-effect control and ±100 the full control effect
Target sequence (Q9UBT6 whole entry, looked up): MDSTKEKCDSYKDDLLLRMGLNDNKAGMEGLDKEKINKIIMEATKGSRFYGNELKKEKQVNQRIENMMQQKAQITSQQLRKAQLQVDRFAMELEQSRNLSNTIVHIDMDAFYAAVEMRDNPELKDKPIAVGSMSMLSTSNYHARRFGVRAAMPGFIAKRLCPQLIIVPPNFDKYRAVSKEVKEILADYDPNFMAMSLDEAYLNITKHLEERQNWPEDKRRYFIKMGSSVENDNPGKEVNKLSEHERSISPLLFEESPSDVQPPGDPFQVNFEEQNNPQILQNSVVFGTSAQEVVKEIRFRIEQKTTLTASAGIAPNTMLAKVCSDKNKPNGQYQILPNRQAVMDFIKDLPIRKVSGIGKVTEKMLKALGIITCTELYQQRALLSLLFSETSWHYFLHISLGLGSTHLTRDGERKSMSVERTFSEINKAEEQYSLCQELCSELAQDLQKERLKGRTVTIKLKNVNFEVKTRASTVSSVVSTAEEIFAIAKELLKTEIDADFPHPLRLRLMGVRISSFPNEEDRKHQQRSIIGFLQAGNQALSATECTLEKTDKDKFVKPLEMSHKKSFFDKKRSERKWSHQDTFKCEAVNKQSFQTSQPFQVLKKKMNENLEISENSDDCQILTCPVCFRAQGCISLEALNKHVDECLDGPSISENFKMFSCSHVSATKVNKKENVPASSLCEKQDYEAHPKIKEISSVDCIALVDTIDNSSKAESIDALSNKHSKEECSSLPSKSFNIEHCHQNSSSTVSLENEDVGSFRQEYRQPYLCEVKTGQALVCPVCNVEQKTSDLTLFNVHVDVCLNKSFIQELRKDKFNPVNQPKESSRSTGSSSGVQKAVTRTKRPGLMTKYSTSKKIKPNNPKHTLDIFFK
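Here, compound and 10 nM enzyme are combined for 15 min at room temperature; adding 50 nM substrate (final) starts DNA synthesis, tracked by fluorescence at 0 and 10 min against buffer-only wells.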
PGK inhibitor – blocks T. brucei phosphoglycerate kinase | P07378 | PGK/GAPDH coupled, Kinase-Glo luminescence, 60 min | Potency, µM (series often up to 57.5 µM), inactives show at the highest dose activity change, negative = inhibition, most hits filed as inhibitors | 0.043% of 380,000 active | AID 602233; further: potency means the concentration at half of the fitted maximal effect; on the % scale 0 is the no-effect control and ±100 the full control effect; nearly all actives have a fitted effect of over 60% in size
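Luminescent ATP detection (Kinase-Glo Plus) follows a 60-minute room-temperature incubation, with wells lacking PGK as controls. Buffer: 100 mM TEA (pH 7.6), 5 mM MgCl2, 0.01% Tween-20. Coupling enzyme GAPDH (100 nM final) supplies unstable 1,3-BPG in-well.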
Apoferritin bind – binds horse apoferritin like a general anesthetic; apoferritin/1-aminoanthracene competitive binding, fluorescence; Potency, µM (series often up to 77.5 µM), inactives show at the highest dose activity change, negative = displacement, most hits filed as inhibitors; 0.074% of 350,000 active; AID 485281; further: potency means the concentration at half of the fitted maximal effect; on the % scale 0 is the no-effect control and ±100 the full control effect; nearly all actives have a fitted effect of over 20% in size
Target sequence (P02791 2-175 limits assumed): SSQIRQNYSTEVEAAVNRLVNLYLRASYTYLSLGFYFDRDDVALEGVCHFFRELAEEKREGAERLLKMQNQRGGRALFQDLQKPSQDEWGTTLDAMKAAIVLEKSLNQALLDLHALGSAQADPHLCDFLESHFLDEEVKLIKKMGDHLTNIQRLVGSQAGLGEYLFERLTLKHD
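Horse-spleen apoferritin (10 uM) was mixed with 50% saturated 1-aminoanthracene in PBS, exposed to compounds for 10 min at room temperature, and read for fluorescence (ex 380 nm, em 535 nm). Competitive displacement was fitted with a four-parameter Hill equation.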
BLM inh – Bloom syndrome helicase (human) inhibition. 0.2% of 350,000 active. recombinant BLM DNA unwinding, fluorescence dequenching. AID 2528. Potency, µM (highest dose often 56.1 µM), for inactives: at the highest dose activity change, negative = inhibition, most hits filed as inhibitors;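 further: potency means the concentration at half of the fitted maximal effect; plate controls were vehicle for no effect and no enzyme for full effect; nearly all actives have a fitted effect of over 35% in size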
* marks the source's active call; other numbers are inactive results; i = inactive; ? = inconclusive; . = not tested or not shown; & = joins results of further samples; [ ] = remark or other dose. Unless noted, the call rests on the fitted dose curve; in most records, active means well fitted curve in the direction sought with a large enough effect; inconclusive means small, poorly fitted or top-dose-only effect, or another doubt; inactive means no such curve, though single readings can be large; an effect the other way counts as inactive or inconclusive. Some of the compounds tested, so the mix of outcomes need not match the whole.

Each structure is followed by: POLI inh, POLH inh, APE1 inh, RXFP1 antag, Pol beta inh, POLK inh, PGK inhibitor, Apoferritin bind, BLM inh
COc1ccc(N2CCN(C(=O)CCNS(=O)(=O)c3ccccc3)CC2)cc1
    32%[activator], 0%, -4%, 1, -17%, -18%, -2%, -1%, 1%
Cc1cc(CN(C)C(=O)c2ccc(OC3CCN(Cc4ccccn4)CC3)cc2)on1
    -1%, -12%, 5%, 12, 20%, 13%, -10%, -11%, 0%
COc1cc(CC(=O)Nc2nc(C)cs2)cc(OC)c1OC
    1%, -17%, 0%, 0, 7%, 5%, 0%, -6%, -2%
CCOc1ccc(OCC)c(-c2c(=O)n(OCc3ccccc3Br)c3ccccc3[n+]2[O-])c1
    5%, -13%, -5%, 0, -5%, -1%, -2%, ?, -7%
CCC[C@H](NC(C)=O)C(=O)N[C@H]1CC(=O)ONCCCC[C@@H](C(N)=O)NC(=O)[C@H](Cc2c[nH]c3ccccc23)NC(=O)[C@H](CCCN=C(N)N)NC(=O)[C@@H](Cc2ccc3ccccc3c2)NC(=O)[C@H](Cc2cnc[nH]2)NC1=O
    ., ., 2%, ., ., 12%[60.1 µM], ., -2%, -6%
CC(=O)C[C@@H](O)CC(=O)[C@@H]1OC(=O)CC/C=C\Cc2ccccc21
    0%, -12%, -20%, ., ., -10%, 7%, ., .
COc1ccc(/C=C/C(=O)NCCSCc2ccco2)cc1OC
    71µM*, -29%, ?, -2, -14%, -40%, 1%, -10%, -9%
CC(=O)c1c(C)oc2c1cc(NS(=O)(=O)c1ccc(C(C)(C)C)cc1)c1ccccc12
    29%, ., ., -15, -8%, -1%, ., ?, -14%
CCn1nnnc1NCc1ccc(OCc2ccc(F)cc2Cl)c(OC)c1
    -18%, -11%, 2%, 11, 8%, 0%, -1%, ?, -4%
O=C(c1ccc(N2CCOCC2)c([N+](=O)[O-])c1)N1CCN(Cc2ccccc2)CC1
    29%, -16%, 28%, 1, 2%, 12%, i, -12%, -9%
c1ccc(Nc2ccccn2)nc1
    -1%, 2%, -10%, 4, -2%, -9%, -4%, 1%, -6%
C#CCO[C@@H]1C[C@H](n2ccc(NC(=O)c3ccccc3)nc2=O)O[C@@H]1CO
    ?, -6%, 2%, ., 6%, -20%, -1%, -3%, 0%
CC(NC=O)c1nc2ccccc2n1CCc1ccccc1 (stereo not given)
    43%[activator], -15%, 24%, -2, -5%, -3%, i, -1%, 0%
CCOc1ccc(C(=O)NN2CCOCC2)cc1
    -9%, 0%, 1%, 15, 33%, 5%, 7%, -2%, -2%
CC1CC(C)CN(c2nc3c(c(=O)n(C)c(=O)n3C)n2CCSc2nc3ccccc3o2)C1 (stereo not given)
    24%, -16%, ., 10, ., 4%, -5%, ., .
CCCCc1ccc(-c2ccc(Br)cc2)nc1
    3%, 0%, 2%, -13, -13%, -7%, ., 0%, 2%
COC(=O)c1ccc(NC(=O)CSc2ccccc2)cc1
    -2%, -16%, -2%, 12, 18%, -10%, i, -7%, -1%
Cc1nc2nc(-c3cccnc3)[nH]n2c(=O)c1C
    7%, 1%, -2%, -15, 2%, 1%, -8%, 1%, 0%
CCc1ccc2occ(CC(=O)Nc3c(C(=O)c4ccccc4)oc4ccccc34)c2c1
    5%, -18%, ., 3, 3%, -15%, 1%, -10%, -3%
CCSCCOC(=O)C1=C(C)NC2=C(C(=O)CCC2)C1c1coc2ccccc2c1=O (stereo not given)
    4%, -16%, -6%, 0, 37%, -11%, i, -20%, -2%
C#CCCOC(=O)N1C2=NC(C(=O)OC)=C(C(=O)OC)[C@@H]3N(C)c4ccccc4[C@]23C[C@H]1C(=O)OC
    21%, -15%, -3%[12.4 µM], ., 21%, 17%, -10%, -10%, -3%[12.4 µM]
Cc1cccc(OCC(=O)OC2CCN(C)CC2)c1
    -5%, -6%, 6%, -12, 3%, -2%, i, -3%, -1%
Cc1ccc(C(=O)CSc2nnc3c4ccccc4nc(Cc4ccccc4)n23)cc1
    23%, -14%, 7%, -3, 23%, -14%, 0%, -15%, 7%
O=C(COC(=O)c1cccc(Br)c1)Nc1cccc2c1C(=O)c1ccccc1C2=O
    52%[activator], 4%, -10%, -7, -3%, -18%, 1%, -10%, -3%
CC(C)CCn1c(SCc2cccc(F)c2)nc2ccsc2c1=O
    17%, -13%, ., -76*, 0%, -3%[60.1 µM], -8%, -4%, -4%
Cc1cc(OCC(F)(F)C(F)(F)C(F)(F)C(F)(F)C(F)(F)C(F)F)nc(N)n1
    ?, ?, 2%, -24, -11%, -20%, -1%, ?, -21%
Cc1cc(C)c(-c2noc(C(=O)OC(C)(C)C)c2C(=O)OC(C)(C)C)c(C)c1
    ?, -2%, -2%, -6, 25%, -7%, -4%, -6%, -2%
Cc1ccccc1CN1CCC(CNC(=O)c2c(C)oc3ncnc(N4CCCCC4)c23)CC1
    -26%, -6%, ., ., 13%, -3%, 0%, 5%, 4%
C=CCC[C@@H](Cc1ccc(F)cc1)C(=O)OC[C@@H](Cc1ccccc1)NC(=O)[C@H](CC=C)CC(=O)NCCO
    1%, -11%, -6%, ., ., -18%, 8%, ., .
O=C(NCCCN1CCCC1)c1cc2c(Cl)nc3ccccc3c2s1
    -10%, 7%, 6%, -9, 27%, -6%, 4%, -9%, 136%[activator]
CC(Oc1cc2oc(=O)c3c(c2cc1Cl)CCCC3)C(=O)NCc1cccnc1 (stereo not given)
    15%, -12%, -5%, 22, 6%, 15%, -4%, 5%, -13%
COC(=O)C(C)n1cnc2c(nnn2Cc2ccc(Cl)cc2)c1=O (stereo not given)
    13%, 1%, 0%, 3, 43%, -14%, 13%, -16%, 1%
CCC(C)N1C(=O)S/C(=C/c2ccc3c(c2)n(C)c(=O)n3C)C1=O (stereo not given)
    -22%, -3%, -3%, -39, 2%, -14%, -6%, -20%, -14%
NNc1nc(-c2ccccc2Cl)c2cc(Br)ccc2n1
    0%, -11%, 0%, -26, 11%, -9%, 3%, ?, -5%
Cc1ccc(S(=O)(=O)N2CCN(c3cnn(-c4ccccc4)c(=O)c3Cl)CC2)cc1
    -22%, -14%, -5%, ., 89%, 2%, i, -9%, 2%
O=C(c1cnc(N2CCCCC2)c2ccccc12)N1CCN(c2ccc(F)cc2)CC1
    21%, -22%, ., ?, -1%, -8%[60.1 µM], i, 44%[activator], -8%
CC(C)(C)C(=O)[C@@H]1[C@@H]2C(=O)N(c3ccc4c(c3)OCCO4)C(=O)[C@@H]2C2c3ccccc3C=CN21 (stereo not given in full)
    23%, -16%, -21%, -22, 19%, -13%, -1%, -23%, -14%
COc1ccc([C@H]2CC(=O)C=C(c3ccc(CNC(=O)OC(C)(C)C)cc3)C2)cc1
    8%, -12%, -7%, ., ., -13%, -1%, ., .
Nc1cc[n+](CC(=O)c2ccccc2)cc1
    ?, 5%, 13%, 7, 12%, -3%, i, -4%, 3%
COc1ccc(CNC(=O)N2CCN(c3ccccc3OC)CC2)cc1
    -10%, -26%, 48%, -11, 3%, -4%, -6%, -3%, -4%
CCc1ccc(C(=O)CSc2nc3ccccc3c(=O)[nH]2)cc1
    27%, -10%, 1%, -6, 7%, -2%, -1%, ?, -2%
COC(=O)c1ccc(NC(=O)CCN2CCCCC2)cc1
    5%&71%, -7%&-6%, 6%&-1%, -11&2, 5%&-12%, 1%&-9%, -2%&-6%, 0%&1%, -10%&3%
Cc1ccc2nc(-c3ccccc3O)c(Nc3ccccc3C)n2c1
    1%, 1%, ., -5, -1%, -8%, 2%, 62%[activator], -3%
CN(C)C(/C=C/Nc1ccc([N+](=O)[O-])cc1)=C(C#N)C#N
    17%, ?, 25%, -6, -11%, 0%, -3%, -5%, -5%
C=CCOc1cccc(C2/C(=C(/O)c3ccc(F)cc3)C(=O)C(=O)N2CCN2CCOCC2)c1 (stereo not given)
    -12%, -5%, 0%, 2, 34%, -9%, 7%, -16%, -4%
COc1cccc(NC(=O)CN(C)C(C)C(=O)Nc2ccc(S(=O)(=O)N3CCOCC3)cc2)c1 (stereo not given)
    -20%, -13%, 4%, -6, -1%, 9%, -7%, ?, -1%
CCOc1ccc(NC(=O)CNC(=O)c2cccs2)cc1
    -14%, -6%, 2%, 4, 34%, -3%, -2%, -3%, -6%
Cc1sc(NC(=O)C(C)C)c(C(=O)Nc2ccccc2)c1C
    15%, -13%, ?, 13, ?, -12%, ., ?, -8%
COc1ccc(N2CCN(C(=O)CSc3nnc4n3C(C)(C)Cc3ccccc3-4)CC2)cc1
    9%, -5%, 4%, 4, 1%, 10%, -9%, -4%, 0%
COc1cc(C2C(C#N)=C(N)N(Nc3ccccc3)C3=C2C(=O)CC(C)(C)C3)ccc1OCc1cccc(F)c1 (stereo not given)
    -6%, -19%, -14%, -26, 2%, 4%, -4%, -13%, -15%
Cc1ccc(S(=O)(=O)C2(C(=O)Nc3cccc(F)c3)CC2)cc1
    -4%, -18%, -4%, ., 3%, -16%, -3%, 0%, -2%
CC(=O)Nc1ccc2nc(SCCOc3ccccc3Cl)sc2c1
    -5%, -9%, ., ., -2%, 1%, i, -9%, -12%
O=C(CSc1nc2c(cnn2-c2ccc(F)cc2)c(=O)[nH]1)Nc1ccccc1C(F)(F)F
    ?, -9%, ., ., 7.9µM*, -12%, -6%, -4%, -4%
Cc1ccc(S(=O)(=O)n2cc(-c3ccccc3)c3ccccc32)cc1
    39%, -19%, 49%[activator], ., ., 4%, 8%, ., .
CC(=O)c1cc2c(cc1NS(=O)(=O)c1ccccc1C)OCO2
    ., ., -4%, ., 7%, ., ., -14%, -2%
COc1c(C)cc(NC(=O)c2ccc3c(c2)NC(=O)CO3)cc1C
    -7%, 1%, -4%, -5, 1%, -5%, 7%, -8%, -6%
